ABCB6 inh MLPCN = human ABCB6 transporter inhibition | 0.19% of 360,000 active | fluorescence ratio to DMSO, % at 10 µM | AID 602162 | K562-ABCB6 porphyrin accumulation, flow cytometry, 1 h; active compounds read low | Q9NP58;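 active means fluorescence ratio to DMSO below 75%, the collection mean minus 3 SD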;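 further: signal is porphyrin accumulated inside mitochondria; 100% equals median channel fluorescence of DMSO control wells; lower ratio means ABCB6 inhibition with less porphyrin fluorescence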
Target sequence (Q9NP58 whole entry, looked up): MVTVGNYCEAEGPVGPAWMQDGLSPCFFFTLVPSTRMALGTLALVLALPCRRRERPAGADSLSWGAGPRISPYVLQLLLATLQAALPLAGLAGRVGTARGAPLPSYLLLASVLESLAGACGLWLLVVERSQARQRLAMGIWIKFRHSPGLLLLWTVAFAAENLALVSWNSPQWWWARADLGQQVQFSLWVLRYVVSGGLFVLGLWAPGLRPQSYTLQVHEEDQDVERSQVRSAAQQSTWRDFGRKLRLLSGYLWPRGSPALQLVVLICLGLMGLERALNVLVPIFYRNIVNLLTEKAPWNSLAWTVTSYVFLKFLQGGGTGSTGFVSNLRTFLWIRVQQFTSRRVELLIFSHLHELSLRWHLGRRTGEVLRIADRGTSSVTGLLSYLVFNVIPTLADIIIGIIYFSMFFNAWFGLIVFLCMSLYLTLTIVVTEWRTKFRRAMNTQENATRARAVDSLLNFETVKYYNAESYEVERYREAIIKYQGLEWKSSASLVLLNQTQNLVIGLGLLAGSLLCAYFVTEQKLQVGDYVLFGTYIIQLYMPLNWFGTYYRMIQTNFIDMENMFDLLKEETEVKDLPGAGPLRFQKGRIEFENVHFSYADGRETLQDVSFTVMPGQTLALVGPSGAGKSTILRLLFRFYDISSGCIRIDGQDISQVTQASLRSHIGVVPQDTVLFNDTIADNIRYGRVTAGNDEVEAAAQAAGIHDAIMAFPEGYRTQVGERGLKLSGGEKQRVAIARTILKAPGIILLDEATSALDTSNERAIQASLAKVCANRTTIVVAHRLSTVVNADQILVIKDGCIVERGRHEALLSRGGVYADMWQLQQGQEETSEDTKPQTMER
HTR2A ag = agonists of mouse serotonin 5-HT2A receptor (HTR2A); P35363; CHO-K1 mHTR2A beta-arrestin complementation, luminescence; percent of 30 µM serotonin response; activation, % at 7.6 µM; 0.66% of 360,000 active; AID 624169;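 active means activation above a run cutoff, the mean activation of all tested compounds plus 3 SD, cut at about 14% in these data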;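 further: 0% = plate median of compound wells and 100% = 30 µM serotonin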
aDG glyco act = alpha-DG glycosylation activation; activation, % at 10 µM; 0.22% of 360,000 active; Pro5-aDG cells, alpha-DG glycosylation AlphaScreen (IIH6); 0% Pro5, 100% B10-LARGE cell signal;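 active means activation of at least 8% versus controls, or a plate z-score of at least 8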;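 further: Pro5 are CHO cells carrying HIG-tagged alpha-DG that lacks glycosylation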
Glyco luc inh = blocks N-linked glycosylation in D54 reporter cells | 0.23% of 360,000 active | D54 ERlucT glycosylation luciferase reporter, 24 h; percent of 100 nM tunicamycin response | reporter increase, % at 12.5 µM;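 active means mean luciferase reporter signal, scaled so untreated is 0 and the glycosylation-blocking control 100, at or above a set limit in every replicate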;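 further: luciferase carries N-glycosylation sites so blocking glycosylation raises the light; 0% = median of neutral control wells and 100% = median of 100 nM tunicamycin wells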
Vif imaging = HIV Vif inhibition; inhibition, % at 7.49 µM; HEK293T cells, Vif self-association by quenched fluorescence, imaging, 24 h; 0.35% of 340,000 active; in the data active means inhibition above about 50%, passing the limit was not always enough; further: some results filed as inactive read as strong as hits
H9c2 protect = protects H9c2 cardiomyocytes from peroxide injury. H2O2 injury protection, ATPLite, 2 h. protection from H2O2 cell death, % at 20 µM. 0.63% of 360,000 active;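 active means compounds giving at least 50% protection of heart cells from peroxide-induced death in the single-dose screen, raw or plate-pattern-corrected value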;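 further: 0% = DMSO wells with peroxide and 100% = DMSO wells without peroxide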
MC4R antagonist = antagonists of human melanocortin 4 receptor (MC4R) | inhibition, % at 6.5 µM | MC4R-expressing cells, MTII-stimulated cAMP, LANCE TR-FRET | P32245 | 0.48% of 360,000 active | AID 540295;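 active means inhibition above its plate's cutoff, the mean of tested wells on that plate plus 3 SD, cut at about 29% in these data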;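 further: 0% = Melanotan II alone and 100% = Melanotan II plus saturating MCL0020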
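System: U2OS-MC4R stable cell line; Technique: Eu-cAMP/anti-cAMP TR-FRET, emission 671 nm; Repeats: single well per compound; Also added: Melanotan II; Dosing: one concentration, 6.5 µM nominal; Schedule: 30-min compound, 1-h challenge, 1-h detection, room temperature.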
PDI inh = inhibitors of human protein disulfide isomerase; inhibition, % at 10 µM; PDI insulin aggregation turbidity, A650, 90 min; 0.052% of 350,000 active;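 active means mean inhibition across replicates of 30% or more, whatever share of single replicates reach that level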;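 further: absorbance from insulin aggregation driven by PDI reduction with DTT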
MC4R ag barr = human MC4R agonism via beta-arrestin; U2OS MC4R beta-arrestin complementation, luminescence; percent of melanotan II response, DMSO zero; activation, % at 8.9 µM; 0.98% of 360,000 active; AID 540308;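 active means activation above a per-plate cutoff, the mean activation of sample wells on that plate plus 3 SD, cut at about 8% in these data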
CaV13 FRET inh = Primary screen for inhibitors of IQ motif and Ca2+-dependent inactivation inhibitor domain binding in CACNA1D, Förster resonance energy transfer in living cells, …. HEK cells, CFP/YFP FRET ICDI-IQ, plate reader, 10 min; percent FRET-ratio fall versus neutral wells. inhibition, % at 12.3 µM. 0.098% of 340,000 active;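 active means mean replicate inhibition of at least 30% and at least 1% of replicates passing that level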;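 further: 0% = median of the neutral control wells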
Active calls of the source: *; nt = no result given.

SMILES	ABCB6 inh MLPCN	HTR2A ag	aDG glyco act	Glyco luc inh	Vif imaging	H9c2 protect	MC4R antagonist	PDI inh	MC4R ag barr	CaV13 FRET inh
Nc1cc(C(=O)OCC(=O)NCc2ccc(F)cc2)ccc1Cl	103.0	2.9	-0.5	1.9	-0.9	-2.5	6.3	-4.2	-2.0	4.2
CC1CN(C(=O)CS(=O)(=O)Cc2ccccc2)CC(C)O1 (configuration not stated)	93.0	2.1	-0.1	2.3	4.5	1.5	5.2	18.1	1.1	-4.7
C(=C\c1ccncc1)/c1ccncc1	97.0	-2.0	-0.1	2.8	1.2	-8.9	-5.7	3.0	-1.9	-15.8
N=c1c2ccccc2nnn1-c1ccccc1[N+](=O)[O-]	82.0	2.5	0.3	-0.8	4.5	1.4	-9.8	15.4	0.6	-6.8
COc1ccc2oc(-c3ccccc3)cc(=O)c2c1	103.0	-3.4	0.1	-18.3	-22.5	-15.2	2.8	nt	2.6	nt
Cc1cccn2c(CNCCCOc3cccnc3)c(C(=O)N3CCOCC3)nc12	98.0	-5.1	-0.2	3.3	4.7	10.9	4.6	10.0	-1.9	-5.7
Cc1cccc(S(=O)(=O)Nc2ccncc2)c1	113.0	0.9	-0.1	0.0	-9.2	-0.7	-5.2	5.6	-2.1	-3.8
Cc1cccc(NC(=O)c2ccc(Cl)c(NC(=O)c3ccncc3)c2)c1C	94.0	-1.6	0.8	-0.8	-12.7	-6.6	1.6	-3.9	-2.2	2.0
CCNc1nc(NC(C)C)nc(Oc2ccc(=O)n(C)n2)n1	97.0	0.4	-0.3	2.6	-3.8	2.3	1.4	3.6	-1.2	-7.6
Cc1cccc(N(C)C(=O)c2cc3c(=O)[nH]c4ccc(C)cc4c3s2)c1	97.0	8.4	-0.1	15.3	-1.9	-0.8	-20.7	-13.0	3.4	-6.7
Cc1cccc(Nc2nnc(SCC(=O)Nc3ncc(C(F)(F)F)cc3Cl)s2)c1C	99.0	-4.4	-0.2	0.6	1.0	-5.3	-2.1	4.2	-0.2	-2.6
COC(=O)c1sc2nc(SCc3cccc(Cl)c3)n(N)c(=O)c2c1C	96.0	4.1	0.4	0.7	nt	-12.8	-3.0	-6.2	3.0	-3.1
CN(Cc1cnccn1)Cc1ccccc1OCC(O)CN1CCc2ccccc2C1 (configuration not stated)	93.0	-6.2	0.2	-2.7	-3.0	22.2	-5.6	-0.5	-1.0	-0.2
COc1cccc(/C=N/n2nnnc2N)c1O	97.0	-4.6	0.0	2.0	-1.6	-8.1	13.9	-6.7	-0.6	-22.7
CCCN(C(=O)c1cccs1)c1nnc(-c2ccncc2)s1	90.0	3.8	0.0	-0.4	-24.6	14.8	5.0	-3.3	-0.7	-4.2
CC(=O)Cc1nsc(Nc2ccc(F)cc2)n1	96.0	-2.9	0.0	0.7	2.9	1.5	12.6	3.6	4.3	-2.5
Cc1cc(C)nc(SCCCn2c(=O)[nH]c3ccccc32)n1	96.0	-0.4	-0.2	-1.4	13.2	-0.8	-3.2	-2.0	-0.1	-5.3
C[C@@H]1C=C(C(=O)N2CCN(C)CC2)O[C@H](OCc2ccc(CO)cc2)C1	102.0	-8.6	0.0	2.7	2.7	-3.3	4.5	-5.1	-0.9	-10.9
CC1CN(C(=O)c2ccc(S(=O)(=O)Nc3ccccc3F)cc2)CC(C)O1 (configuration not stated)	93.0	-7.4	-0.3	1.4	nt	-5.9	6.5	2.7	-2.1	-6.3
O=C(NC1CCN(S(=O)(=O)c2ccccc2F)CC1)c1ccco1	101.0	-6.0	0.2	-0.6	5.1	-5.8	4.0	-2.7	-1.6	-2.3
Cc1ccc(S(=O)(=O)N(C)C)cc1NC(=O)COC(=O)CCC(=O)c1ccc(F)cc1	105.0	-1.1	-0.3	0.9	nt	1.6	-1.2	-29.4	-0.8	3.6
Cn1c(Cc2cccc3ccccc23)nnc1SCC(=O)N1CCN(c2cccc(Cl)c2)CC1	101.0	2.0	5.0	-1.9	-33.3	-17.3	1.3	-2.9	1.4	-4.6
COc1ccc(N=C2SC(CC(=O)Nc3ccccc3)C(=O)N2Cc2ccccn2)cc1 (configuration not stated)	94.0	0.7	0.2	0.4	7.2	2.2	8.5	-0.9	-4.9	-4.4
COc1ccc(S(=O)(=O)N2CCCCC2c2cc(C(=O)NCc3ccc(F)cc3)no2)cc1 (configuration not stated)	86.0	-3.5	0.0	-2.0	-20.0	1.2	-2.5	-0.5	-0.4	-4.8
O=C(NCC1CCCO1)c1cn(Cc2ccccc2)nc1-c1ccc(Cl)cc1 (configuration not stated)	99.0	-3.0	-0.2	-3.6	-4.5	5.3	11.8	1.5	-3.9	-5.2
CCOC(=O)c1c(NC(=O)CSc2ncnc3[nH]ncc23)sc2c1CCC(C)C2 (configuration not stated)	103.0	7.8	-0.3	-3.4	-10.0	-7.2	10.8	-3.1	-3.3	-4.7
CCOc1ccccc1NC(=O)CSc1c(C)n[nH]c1C	100.0	-6.5	0.1	-0.4	0.6	0.5	-2.7	6.7	-0.9	nt
CCOc1ccc(S(=O)(=O)N2CCCCC2)cc1NC(=O)CN1CCCC1c1cccs1 (configuration not stated)	93.0	6.1	1.5	-12.8	-1.8	-8.5	13.3	-7.3	-2.9	-6.5
COc1ccc(C2(c3ccc(OC)cc3)NC(=O)N(CC(=O)NC3(C#N)CCCC3)C2=O)cc1	99.0	-2.8	-0.2	-0.4	0.2	3.1	2.2	-5.4	-1.3	-3.4
CC(C)N(Cc1cnn(C)c1)C(=O)c1ccc(OC2CCN(Cc3ccccn3)CC2)cc1	93.0	1.2	-0.3	-0.2	-2.8	0.2	14.2	-0.5	0.4	-13.5
Cc1csc(=O)n1CC(=O)OCC(=O)Nc1ccccc1C(C)C	111.0	-5.1	0.0	-0.9	11.0	-1.8	-0.2	-2.0	-1.5	-3.2
Cc1cccc(NC(=O)CSCC(=O)OCc2ccccn2)c1	99.0	-3.6	-0.2	-2.0	-14.7	-2.4	2.4	-10.4	0.4	-4.5
Cc1cc(C)cc(OCC(=O)OC/C(O)=C(\C#N)c2nc3ccccc3[nH]2)c1	93.0	2.4	0.2	19.1	0.3	-4.2	-4.6	0.5	13.6*	-16.3
CSc1ncccc1C(=O)NCc1ccc(C)cc1	107.0	5.3	0.0	1.6	-4.1	11.6	2.1	-0.6	1.3	-5.2
Cc1cc(-c2ccncc2)n2ncc(-c3ccccc3)c2n1	96.0	-5.7	0.1	-7.4	13.9	-8.3	-13.3	5.1	-0.8	-9.4
CCC(CC)NC(=O)c1cc(S(=O)(=O)N2CCCCC2)ccc1N1CCOCC1	100.0	1.3	-0.2	-0.2	5.3	6.2	3.0	11.8	-2.6	-2.3
OCCC1CN(Cc2cnc(N3CCOCC3)s2)CCN1C1CCCC1 (configuration not stated)	97.0	3.7	0.0	1.1	-1.4	1.5	4.8	10.7	-1.2	0.2
O=S(=O)(Cc1cc(Cl)nc(-c2ccncc2)n1)c1ccccc1	107.0	1.2	0.3	2.4	-14.3	-5.1	42.3*	-3.5	-2.6	3.4
O=C(O)C1CCCN1S(=O)(=O)c1cccc(S(=O)(=O)N2CCCC2C(=O)O)c1 (configuration not stated)	93.0	6.8	-0.2	1.0	9.1	5.3	6.2	0.0	-0.6	-6.3
CC1(c2ccc(Cl)cc2Cl)NC(=O)N(CC(=O)NC2CCCCC2)C1=O (configuration not stated)	103.0	-2.4	-0.1	-0.5	2.4	8.4	-5.5	-1.0	-0.7	-3.2
COc1ccc(C2CC(=O)C=C(NCc3ccccc3)C2)cc1 (configuration not stated)	100.0	2.0	1.2	6.3	0.1	-5.0	-4.8	0.2	-1.2	-5.2
CSCCCN1CCC(n2nccc2NC(=O)CCCc2ccccc2)CC1	91.0	-0.9	-0.1	-2.0	-4.7	0.8	3.3	-8.7	-3.9	-8.0
COn1c(SCc2ccc(C)cc2C)nc2ccccc2c1=O	91.0	2.0	0.3	0.7	0.4	-13.5	-0.8	3.0	-0.6	-3.5
Cc1ccc(-c2cc(N)on2)cc1	93.0	-1.4	-0.2	0.7	3.6	-8.6	-0.5	8.8	0.1	-5.4
Cc1nc2c(-c3ccccc3)c[nH]n2c(=O)c1Cc1ccccc1	101.0	12.5	2.4	-0.6	-0.8	18.6	11.9	-2.1	-1.0	-6.2
CCOc1nc2ccccc2cc1C=O	97.0	1.6	-0.6	6.0	2.4	14.6	-25.0	10.0	0.1	2.7
Cc1ccc(C)c(OCCSc2nnc(C)c(=O)[nH]2)c1	98.0	1.8	0.1	2.9	-3.7	4.2	5.0	-2.2	-1.8	4.9
Cc1ccc(OCc2cnc(Cl)s2)c(C)c1	100.0	5.6	0.1	-1.3	6.2	-8.6	1.8	-7.1	-3.7	-6.4
Cc1cc(=O)oc(C)c1C(=O)Nc1ccc2ncccc2c1	103.0	10.1	0.0	1.5	-0.6	12.9	-1.9	3.7	0.5	-8.2
O=C(Nc1ccc(Cl)cc1)/C(=C1\CCCN1)[N+](=O)[O-]	94.0	4.9	-0.1	-1.0	-1.0	-4.1	-2.1	2.1	0.2	-4.7
CNC(=S)N/N=C/c1ccccc1OCC(=O)O	94.0	1.2	0.0	-0.8	-4.2	0.3	21.7	0.7	-1.1	-6.4
CCOc1ncccc1C(=O)OCC(=O)NCc1ccc(C(=O)OC)cc1	93.0	7.3	0.3	0.9	5.0	-2.2	-3.9	12.1	-0.4	-15.7
CC(C)CCn1c(Oc2ccc(Cl)cc2)nc2c1c(=O)n(C)c(=O)n2C	97.0	4.3	0.2	-2.0	-9.5	-14.1	7.2	-3.1	-1.1	nt
COc1ccc2c(c1)CC[C@@H]1[C@@H]2CC[C@]2(C)[C@@H](C(=O)O)C[C@@H]12	100.0	-3.7	0.2	1.2	6.0	5.2	-1.1	3.5	-1.8	-4.7
COc1ccc(N(CC(=O)NCCSc2ccc(C)cc2)S(=O)(=O)c2ccccc2)c(OC)c1	95.0	-4.8	0.0	-5.1	4.1	36.1	2.8	0.2	-0.1	-7.0
CCC(=O)NC(c1ccco1)c1cc(Cl)c2cccnc2c1O (configuration not stated)	100.0	-8.9	0.6	-9.8	3.0	31.9	-2.1	9.5	-4.7	-4.8
O=C(/C=C\c1ccco1)Oc1cccc2cccnc12	107.0	0.7	1.2	-1.4	-3.1	-3.0	1.4	5.8	-1.9	12.7
Cc1ccc(NCc2nc3ccccc3n2C)cc1	104.0	-1.6	-0.1	-1.2	5.1	-14.0	-0.6	8.9	-0.5	-2.0

Looked up by compound from the entries so far:
SMILES	ABCB6 inh MLPCN	HTR2A ag	aDG glyco act	Glyco luc inh	Vif imaging	H9c2 protect	MC4R antagonist	PDI inh	MC4R ag barr	CaV13 FRET inh
CCOc1ncccc1C(=O)OCC(=O)NCc1ccc(C(=O)OC)cc1	93.0	7.3	0.3	0.9	5.0	-2.2	-3.9	12.1	-0.4	-15.7
CCC(=O)NC(c1ccco1)c1cc(Cl)c2cccnc2c1O (configuration not stated)	100.0	-8.9	0.6	-9.8	3.0	31.9	-2.1	9.5	-4.7	-4.8

Screens from PubChem BioAssay.
